rCAG binder = binders of r(CAG) RNA repeats, primary screen, biochemical, fluorescence | inhibition, % at 3 µM | r(CAG) RNA repeat, TO-PRO-1 dye displacement fluorescence | 370,000 compounds, 1.3% hits;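 active = inhibition above the plate cutoff, the mean of all test compounds on that plate plus 3 SD, cut at about 35% in these data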;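 also: 0% = DMSO alone and 100% = 100 µM mitoxantrone as full dye displacement; higher means more dye released from RNA so lower well fluorescence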
PRMT1 inh = PRMT1 methyltransferase inhibitors, primary screen, biochemical, fluorescence polarization; Protein arginine N-methyltransferase 1 (Homo sapiens), Q99873; recombinant PRMT1, activity-based probe fluorescence polarization; inhibition, % at 2.79 µM; 370,000 compounds, 1.3% hits;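 active = inhibition above about 21% made by adding two undisclosed values, limit read from the data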
LEDGF integ inh = blockers of LEDGF/p75-dependent integrase strand transfer – biochemical, TR-FRET, high throughput, primary screen; TR-FRET IN-LEDGF/p75 DNA integration, Eu/Cy5; HIV-1 integrase (with human LEDGF/p75); inhibition, % at 3.7 µM; 370,000 compounds, 0.64% hits; AID 743269, 2014;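 active = inhibition above the screen-wide mean plus 3 SD, cut at about 13% in these data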;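 also: signal is the Cy5 over europium emission ratio at 671 and 618 nm; 0% = plate median of compound wells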
TDP2 absorb = human TDP2 enzyme inhibitors, primary screen, biochemical, epi absorbance, recombinant enzyme | T5PNP hydrolysis, p-nitrophenol absorbance 415 nm | inhibition, % at 12.8 µM | 370,000 compounds, 0.34% hits | Tyrosyl-DNA phosphodiesterase 2 (Homo sapiens), O95551;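 active = inhibition above the mean of all tested compounds plus 3 SD, set per campaign, cut at about 25% in these data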;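 also: 0% = DMSO with enzyme and 100% = buffer with substrate but no TDP2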
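System: recombinant human TDP2 / Amount: 120 nM TDP2 per well / Also added: 5 mM T5PNP chromogenic substrate / Doses: 12.8 µM single point, 1% DMSO / Incubation: 2 h at 37 °C / Detection: p-Nitrophenol epi absorbance / Evaluation: % inhibition relative to enzyme-containing and enzyme-free wells / Repeats: singlicate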
MBD2 DNA inh = inhibitors of MBD2 binding to methylated DNA, primary screen, biochemical, TR-FRET, DNA-binding domain, human; Methyl-CpG-binding domain protein 2 (Homo sapiens), Q9UBB5; MBD2 binding to methylated oligonucleotide; inhibition, % at 4.4 µM; 370,000 compounds, 0.31% hits; AID 686964, 2013; in the data active = inhibition above about 13%
Target sequence (Q9UBB5 whole entry, looked up, the tested form may be a part): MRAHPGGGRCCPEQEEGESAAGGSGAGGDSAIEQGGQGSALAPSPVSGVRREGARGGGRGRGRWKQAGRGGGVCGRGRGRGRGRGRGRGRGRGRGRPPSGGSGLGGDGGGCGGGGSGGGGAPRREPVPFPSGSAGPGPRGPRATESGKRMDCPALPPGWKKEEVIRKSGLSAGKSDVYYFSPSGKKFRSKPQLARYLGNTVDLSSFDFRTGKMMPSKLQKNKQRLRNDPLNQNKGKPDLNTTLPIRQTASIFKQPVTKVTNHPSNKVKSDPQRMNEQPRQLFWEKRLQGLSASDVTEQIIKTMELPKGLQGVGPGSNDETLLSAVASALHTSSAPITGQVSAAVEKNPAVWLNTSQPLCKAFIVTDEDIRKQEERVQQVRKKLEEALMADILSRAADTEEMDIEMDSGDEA
HTRA1 inhibitor = HTRA1 serine protease inhibitors, primary screen, biochemical, fluorescence polarization, HTS. Q92743. recombinant HTRA1, FP-rhodamine activity-based probe. inhibition, % at 5.96 µM. 340,000 compounds, 0.5% hits. AID 504803, 2011; in the data active = inhibition above about 36%;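 also: 0% = enzyme with DMSO and 100% = wells lacking enzyme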
NPR2 activator = human GC-B receptor activators, primary screen, HEK293 GC-B cells, cGMP TR-FRET, EC30 CNP. 370,000 compounds, 0.11% hits. 0% at EC30 CNP, 100% saturating CNP. Atrial natriuretic peptide receptor 2 (Homo sapiens), P20594. activation, % at 10 µM;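 active = activation at 10 µM reaching about 35% in either raw or pattern-adjusted values, limit read from the data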
ABHD4 inh = ABHD4 inhibitors, primary screen, biochemical, fluorescence polarization, mouse; (Lyso)-N-acylphosphatidylethanolamine lipase (Mus musculus), Q8VD66; purified mABHD4, FP-Rh probe fluorescence polarization; inhibition, % at 8.92 µM; 370,000 compounds, 0.54% hits; AID 720543, 2013;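 active = inhibition exceeding the mean over every tested compound plus 3 SD, cut at about 30% in these data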;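 also: 0% = plate median of compound wells and 100% = S159A mutant with DMSO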
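Test system: mABHD4 protein | Buffer or medium: HEPES pH 7.0 buffer, 150 mM NaCl, 0.01% Pluronic F-127 | Probe or stimulus: FP-Rh fluorescent activity-based probe, added after compound pre-incubation | Timing: Pre-incubation 45 min, probe exposure 60 min, at 25 °C | Technique: Fluorescence polarization, excitation 525 nm, emission 598 nm, BODIPY TMR filters | Repeats: Single well per compound (singlicate)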
SIAE primary = human SIAE inhibitors, primary screen, biochemical, fluorescence polarization, FP-Rh probe, 1536-well HTS; Sialate O-acetylesterase (Homo sapiens), Q9HAT2; SIAE FP-Rh probe binding; inhibition, % at 9.66 µM; 370,000 compounds, 0.69% hits; AID 1053197, 2014;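 active = inhibition above a cutoff: mean of compounds within the control limits plus 3 SD of those, cut at about 17% in these data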;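 also: 0% = plate median of compound wells and 100% = probe without SIAE protein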
Target sequence (Q9HAT2 whole entry, looked up): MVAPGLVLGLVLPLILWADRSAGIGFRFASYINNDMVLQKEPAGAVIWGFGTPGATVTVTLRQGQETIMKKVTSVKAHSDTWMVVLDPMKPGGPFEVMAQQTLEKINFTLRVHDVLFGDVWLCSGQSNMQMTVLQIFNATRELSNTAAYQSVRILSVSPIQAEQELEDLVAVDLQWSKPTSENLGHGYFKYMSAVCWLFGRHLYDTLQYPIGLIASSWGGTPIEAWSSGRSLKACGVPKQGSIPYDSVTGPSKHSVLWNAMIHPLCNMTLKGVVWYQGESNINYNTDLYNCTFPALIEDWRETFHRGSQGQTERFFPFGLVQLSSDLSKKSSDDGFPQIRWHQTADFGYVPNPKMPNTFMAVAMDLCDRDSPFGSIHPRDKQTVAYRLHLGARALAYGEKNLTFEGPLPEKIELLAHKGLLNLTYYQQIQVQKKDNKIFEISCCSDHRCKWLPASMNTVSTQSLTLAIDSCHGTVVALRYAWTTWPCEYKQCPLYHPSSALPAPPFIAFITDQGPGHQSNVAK
TCR CD3 inh = inhibitors of human TCR-CD3 interaction, primary screen, biochemical, fluorescence, TAMRA-labeled TCR probe. 360,000 compounds, 0.37% hits. inhibition, % at 9.4 µM; in the data active = inhibition above about 19%;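 also: recombinant mutant TCR 2C K166C tagged with TAMRA read by polarization; 0% = receptor in buffer alone and 100% = receptor with positive control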
The depositor's hits bear a star; x = not tested or not shown. These rows are one share of the data; count on the stated rates, not on these rows.

SMILES | rCAG binder | PRMT1 inh | LEDGF integ inh | TDP2 absorb | MBD2 DNA inh | HTRA1 inhibitor | NPR2 activator | ABHD4 inh | SIAE primary | TCR CD3 inh
CCN1CC=C2C(C#N)=C(N)C(C#N)(C#N)C(CCc3ccccc3)C2C1 (stereo unspecified) | -24 | 49* | 2 | -4 | -9 | 28 | 3 | 34* | 15 | 10
CCN1CCCC1CNC(=O)C(NC(=O)C1CCC(C)CC1)C(C)C (stereo unspecified) | -4 | -1 | 2 | 0 | -3 | 5 | 1 | 4 | -3 | 6
Cc1ccc(CSCCNC(=O)c2ccccc2)cc1 | 2 | 2 | 0 | -8 | 1 | -1 | -4 | -4 | 1 | 0
CCCC(C)(C)C(=O)N1CCC1(C)C(=O)Nc1ccc(OC)c(OC)c1 (stereo unspecified) | -2 | -3 | 0 | -1 | -4 | x | 4 | -4 | 2 | -6
CCOC(=O)C1(Cc2ccccc2)CCN(Cc2cccn2-c2nccs2)CC1 | -10 | -2 | -2 | -4 | 1 | -2 | -9 | -1 | -1 | 5
Cc1ccc(NC(=O)C2CCCN(C(=O)c3ccc(Cl)cc3)C2)cc1C (stereo unspecified) | -2 | 2 | -2 | 10 | 0 | -20 | 4 | 0 | 1 | -6
CCC1=Nc2cc(C(=O)NCCN3CCOCC3)ccc2Sc2ccccc21 | -3 | -2 | 1 | -10 | 5 | 2 | 1 | 5 | -5 | 9
O=C(NC1CCN(Cc2ccccc2)CC1)c1c(Cl)cccc1Cl | 0 | -4 | 3 | 10 | -5 | 1 | 1 | 5 | -2 | 3
CC(OC(=O)c1ccc(S(=O)(=O)N(C)C)cc1)C(=O)Nc1ccc(Cl)cn1 (stereo unspecified) | -5 | -4 | 2 | 10 | 1 | 0 | -2 | -3 | 2 | 8
CN(CCO)c1cccc2c1S(=O)(=O)N[C@@H](Cc1ccccc1)CO2 | -1 | 5 | -5 | -3 | -3 | x | 0 | 5 | -1 | -1
COc1ccc(N2C(=O)C3CCCN3C2c2cccc(C)c2)cc1 (stereo unspecified) | -1 | 0 | -2 | 11 | 0 | -4 | -7 | -1 | 4 | -1
Cc1ccc(CNCC(=O)Nc2ccc(N3CCOCC3)cc2)cc1 | 0 | -6 | 2 | -12 | 0 | -1 | -3 | 0 | -6 | 2
Cc1ccc(C(=O)CSc2cc(C)[nH]c(=O)n2)cc1 | 15 | 11 | 1 | 8 | 2 | -1 | 0 | 1 | 6 | 2
N#Cc1ccc(OCCCN2CCC(C(O)(C3=CCCC3)c3ccccc3)CC2)cc1 (stereo unspecified) | 0 | -8 | 4 | 1 | -1 | x | -19 | 7 | 3 | 0
CCCC1=NN(C(=O)Cc2ccc(OC)c(OC)c2)C(O)(C(F)(F)F)C1 (stereo unspecified) | -9 | 0 | -1 | 4 | -6 | -2 | 8 | -4 | 1 | -10
CCCN(CC(=O)Nc1ccc(F)c(F)c1F)C(=O)Cc1ccc(OC)c(S(=O)(=O)N2CCOCC2)c1 | 2 | -4 | -5 | 5 | -3 | 13 | 3 | -1 | 13 | -9
CCOC(=O)c1c(NC(=O)CSc2nnc(C)s2)sc2c1CCC(C)C2 (stereo unspecified) | 0 | -3 | 5 | 7 | 2 | -13 | 5 | 0 | -8 | -1
COc1ccc(C(=O)N/N=C/c2ccc(OC)c(OS(=O)(=O)c3ccccc3)c2)cc1 | 8 | 0 | 2 | 2 | 0 | -50 | 4 | -16 | -49 | 0
CCN(CC)C(=O)c1c(-c2ccccc2)oc2ccc(O)cc12 | 29 | 0 | 0 | -10 | 1 | -9 | -7 | -19 | 6 | 3
O=C(Cc1cccs1)Nc1nc2c(s1)CCCC2 | 4 | -1 | -1 | 10 | 0 | -9 | -8 | -1 | 0 | 4
CCCCc1cc(=O)oc2cc(C)cc(OCC(=O)Nc3ccccn3)c12 | 1 | 8 | 2 | -7 | 9 | -66 | -15 | -1 | -6 | -6
CC(=O)N1CCN(c2ccc(N3CCN(Cc4ccccc4)[C@H](C)C3)c(C)c2)[C@@H](C)C1 | 2 | -1 | 2 | -13 | 1 | x | 10 | 3 | -1 | 4
O=C(CCCOc1ccc(Cl)cc1)N1CCOCC1 | -6 | 2 | -5 | 0 | 4 | 1 | -2 | -6 | -1 | 0
CCOC(=O)C(Cc1nc(OCc2ccccc2)cc(OCc2ccccc2)n1)=NO | 3 | -6 | -1 | -9 | 0 | -67 | -5 | -36 | -39 | 0
CCOC(=O)C1=C[C@@H](C2CCCCC2)N(S(=O)(=O)c2ccc([N+](=O)[O-])cc2)[C@H]1c1ccccc1 | 9 | 4 | 0 | -2 | 6 | x | -6 | -4 | -5 | -10
CS/C(=N\S(=O)(=O)c1ccc(Cl)cc1)c1ccccc1 | 2 | -1 | -4 | 2 | -3 | 8 | 1 | 5 | 4 | -4
COc1ccccc1NC(=S)N1CC(C)OC(C)C1 (stereo unspecified) | -1 | -2 | 4 | 8 | 6 | 3 | -1 | -1 | 3 | 2
O=C(c1ccc(C(F)(F)F)cc1)N1CCC(=O)N(C(COCc2ccc(C(F)(F)F)cc2)Cc2ccccc2)CC1 (stereo unspecified) | 1 | 0 | 1 | -13 | 1 | -47 | -2 | -5 | -1 | 3
NC(=O)c1ccc(N=C2C(=O)Nc3ccc([N+](=O)[O-])cc32)cc1 | 5 | 1 | 4 | 44* | -10 | 9 | -16 | 0 | -3 | -1
O=C(NNC(=O)c1c(F)cccc1F)c1ccccc1OC(F)(F)F | 0 | -2 | 3 | 3 | -5 | 4 | 3 | 5 | 12 | -3

Overlap with the part before: 4 compounds, then new ones.
SMILES | rCAG binder | PRMT1 inh | LEDGF integ inh | TDP2 absorb | MBD2 DNA inh | HTRA1 inhibitor | NPR2 activator | ABHD4 inh | SIAE primary | TCR CD3 inh
COc1ccccc1NC(=S)N1CC(C)OC(C)C1 (stereo unspecified) | -1 | -2 | 4 | 8 | 6 | 3 | -1 | -1 | 3 | 2
O=C(c1ccc(C(F)(F)F)cc1)N1CCC(=O)N(C(COCc2ccc(C(F)(F)F)cc2)Cc2ccccc2)CC1 (stereo unspecified) | 1 | 0 | 1 | -13 | 1 | -47 | -2 | -5 | -1 | 3
NC(=O)c1ccc(N=C2C(=O)Nc3ccc([N+](=O)[O-])cc32)cc1 | 5 | 1 | 4 | 44* | -10 | 9 | -16 | 0 | -3 | -1
O=C(NNC(=O)c1c(F)cccc1F)c1ccccc1OC(F)(F)F | 0 | -2 | 3 | 3 | -5 | 4 | 3 | 5 | 12 | -3
CCOC(=O)C1=C(N)n2c(s/c(=C\c3ccncc3)c2=O)=C(C(=O)OCC)C1c1ccncc1 (stereo unspecified) | -2 | 0 | 0 | -9 | 4 | x | -3 | 3 | 0 | 6
Cc1ccsc1CN(C)CC(=O)NCC(=O)Nc1ccc(F)cc1 | -2 | 0 | -2 | 8 | -6 | -3 | -3 | 6 | 6 | -3
O=c1[nH]c2ccc(S(=O)(=O)Nc3ccc(Cl)cc3)cc2o1 | 4 | 0 | -1 | 12 | -5 | 4 | 1 | -1 | 6 | 7
CC(=O)Nc1c(-c2ccc(F)cc2)nc2ccccn12 | 1 | 4 | -1 | -12 | 3 | 6 | 1 | 3 | 5 | -6
CC1(C)C(=O)Nc2ccccc2N1C(=O)COC(=O)c1cccs1 | 7 | -3 | -1 | 0 | -2 | 6 | 6 | 7 | -2 | 4
CCOC(=O)c1cnc(-n2nc(C)cc2C)nc1N1CCOCC1 | -7 | -2 | 1 | 3 | -2 | -2 | -2 | 6 | -2 | -1
NC1=C(O)C(=O)C(c2ccccc2)O1 (stereo unspecified) | 3 | 0 | 1 | 1 | -2 | 8 | 1 | 10 | -2 | 4
Cc1cc(C)c(S(=O)(=O)Nc2nnc(CC(C)C)s2)c(C)c1 | 49* | 5 | 5 | -12 | 7 | 0 | 3 | -26 | 2 | 2
CC1CCCCC1NC(=O)COC(=O)c1ccc2ccccc2n1 (stereo unspecified) | -6 | 5 | -4 | 1 | 7 | 1 | -1 | -7 | -7 | 1
O=C(O)CC(NC(=O)c1sc2ccccc2c1Cl)c1ccc(OC2CCCC2)cc1 (stereo unspecified) | 59* | 3 | 6 | -6 | 0 | -30 | 0 | 1 | -2 | -2
CC(C)N1CCN(c2ccc(S(=O)(=O)N3CCOCC3)cn2)CC1 | -1 | -5 | 5 | 7 | -5 | -2 | 2 | -2 | 4 | 4
O=C(CSc1nnc(-c2ccccn2)n1Cc1ccco1)c1ccc(-c2ccccc2)cc1 | 13 | 17 | 8 | -13 | 2 | 2 | 6 | -8 | -7 | 5
NC(=O)C1CCN(c2oc(/C=C/c3ccccc3)nc2S(=O)(=O)c2ccccc2)CC1 | 2 | 5 | 0 | -1 | -2 | 1 | -5 | 1 | -1 | -2
COC1=C[C@H](C(=O)NC2CCN(Cc3ccccc3)CC2)C(C)C(c2ccccc2)CC1=O (stereo partly specified) | 6 | -3 | 0 | 4 | 4 | x | -2 | 0 | 2 | x
COc1ccccc1/C=C1\CCC(C2CCCC2)C1=O (stereo unspecified) | 1 | 5 | -4 | -12 | 10 | -6 | 0 | -2 | -4 | 3
O=C(COc1ccc(S(=O)(=O)NCc2ccccc2)cc1Cl)N1CCOCC1 | -1 | -3 | -5 | -9 | -2 | -1 | 2 | 3 | 3 | 9
NS(=O)(=O)c1ccc(CCNC(=O)C2CCN(S(=O)(=O)c3ccccc3)CC2)cc1 | 3 | 2 | -9 | -5 | 1 | 7 | 3 | 0 | -4 | -5
Cc1cc(C)c(CN2CCN(CCCn3cnc(C(=O)Nc4ccc(C)c(C)c4)n3)CC2)c(C)c1 | 2 | 2 | 1 | 7 | 1 | -27 | -7 | 8 | 7 | -6
O=C(CC(=O)Nc1ccccc1C(=O)O)NNC(=O)Cc1ccccc1 | -2 | 2 | -6 | 5 | 0 | -2 | 3 | 6 | 3 | 0
O=S(=O)(c1ccc(F)cc1)N1CCN(C(=S)NC2CC2)CC1 | 3 | 1 | 0 | -1 | 4 | 8 | 3 | 2 | -2 | 5
Cc1csc(NC(=O)Cc2c(F)cccc2Cl)n1 | 1 | 1 | 0 | 13 | 4 | -6 | -2 | 2 | -7 | -1
CN1CCN(C(=O)C2=C[C@@H](c3csc4ccccc34)C[C@@H](OCc3ccc(CO)cc3)O2)CC1 | -7 | 0 | -1 | 2 | 1 | 2 | 1 | -2 | 3 | 4
O=C(O)c1ccccc1NN=C1CCCCC1 | 0 | 4 | 3 | -1 | -3 | 0 | 3 | 4 | 0 | 7
